Assay outcomes: PubChem BioAssay, National Center for Advancing Translational Sciences (NCATS)
KCNH2 WT inh: qHTS for Inhibitors of KCHN2 3.1: Wildtype qHTS; activity change, % at 1.84 µM; AID 720551, 2013; 0.37% of 340,000 active; Voltage-gated inwardly rectifying potassium channel KCNH2 (Homo sapiens), Q12809; U2OS, BacMam KCNH2, thallium flux FluxOr; hits give low values;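 active = maximum activity change below -70%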
Target sequence (Q12809 whole entry, looked up): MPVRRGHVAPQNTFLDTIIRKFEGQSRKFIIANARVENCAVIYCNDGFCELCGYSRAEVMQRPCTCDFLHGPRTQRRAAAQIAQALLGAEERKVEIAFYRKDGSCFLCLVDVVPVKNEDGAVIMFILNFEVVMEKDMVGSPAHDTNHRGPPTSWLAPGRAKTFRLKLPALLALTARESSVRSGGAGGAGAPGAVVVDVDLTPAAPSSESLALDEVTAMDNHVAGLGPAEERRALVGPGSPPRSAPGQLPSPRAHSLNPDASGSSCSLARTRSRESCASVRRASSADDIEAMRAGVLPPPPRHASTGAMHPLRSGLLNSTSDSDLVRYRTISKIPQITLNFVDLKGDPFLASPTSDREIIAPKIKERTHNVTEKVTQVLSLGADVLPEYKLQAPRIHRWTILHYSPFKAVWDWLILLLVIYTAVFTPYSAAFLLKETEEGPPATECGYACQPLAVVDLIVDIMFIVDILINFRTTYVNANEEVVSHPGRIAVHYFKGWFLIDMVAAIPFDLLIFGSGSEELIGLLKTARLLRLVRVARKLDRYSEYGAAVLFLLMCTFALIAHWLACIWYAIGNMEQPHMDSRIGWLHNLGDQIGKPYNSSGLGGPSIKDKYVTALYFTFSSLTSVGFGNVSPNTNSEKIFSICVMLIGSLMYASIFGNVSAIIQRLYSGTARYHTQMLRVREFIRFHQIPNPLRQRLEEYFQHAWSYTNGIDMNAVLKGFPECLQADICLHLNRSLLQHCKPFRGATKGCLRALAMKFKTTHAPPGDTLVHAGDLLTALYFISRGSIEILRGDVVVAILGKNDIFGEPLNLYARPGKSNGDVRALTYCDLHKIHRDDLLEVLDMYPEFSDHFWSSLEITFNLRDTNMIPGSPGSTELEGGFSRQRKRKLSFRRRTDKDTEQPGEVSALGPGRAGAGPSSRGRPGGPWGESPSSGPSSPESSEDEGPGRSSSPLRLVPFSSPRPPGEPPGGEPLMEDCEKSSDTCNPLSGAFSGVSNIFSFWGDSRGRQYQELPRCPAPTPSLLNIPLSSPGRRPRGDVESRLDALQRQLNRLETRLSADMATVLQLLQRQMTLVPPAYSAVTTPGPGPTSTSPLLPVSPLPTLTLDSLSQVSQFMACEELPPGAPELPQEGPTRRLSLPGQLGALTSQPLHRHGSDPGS
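U2OS cells were transduced with wild-type KCNH2 virus (2.03 x 10^8 / mL) for 4 h at room temperature, then cultured overnight at 37 C. Thallium flux was read with FluxOr dye. Rate constants were normalized to DMSO controls.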
The depositor's hits bear a star. % is set by controls: 0 for no effect and ±100 for the full control effect. These rows are one share of the data; the hit share may differ from the screen's.

For CC(=O)N(CCc1ccccc1)c1ccc2c(c1)C1CC2CCN1C(=O)OCc1ccccc1 (stereo not given) the results were KCNH2 WT inh -1.6.
For CCCCCCN1C[C@H](n2cc(-c3ccc(F)cc3)nn2)[C@@H](O)C[C@@H]1c1ccc(OC)cc1 the results were KCNH2 WT inh -6.3.
`O=C(c1ccc(Br)cc1)N1CCN(c2ccccn2)CC1` gave KCNH2 WT inh 11.9.
For Cc1ccc(S(=O)(=O)NCc2ccccc2)cc1C(=O)NCC(=O)Nc1c(C)cccc1C the results were KCNH2 WT inh -13.0.
Screening O=c1c2cc([N+](=O)[O-])ccc2sn1-c1ccccc1 returned KCNH2 WT inh 6.5.
For O=C(COC(=O)c1ccccc1Cl)Nc1cccc(S(=O)(=O)N2CCCCC2)c1 the results were KCNH2 WT inh 4.2.
Cc1cc(Br)c(NC(=O)CN2C(=O)NC3(CCOc4ccccc43)C2=O)c(Br)c1 (stereo not given) was read as KCNH2 WT inh -1.7.
Screening CC1=C(C(=O)N(C)C)CC(CC(=O)NCCN2CCOCC2)C(=O)N1Cc1ccccc1 (stereo not given) returned KCNH2 WT inh -2.4.
CC(=O)N1CCN(S(=O)(=O)c2cccc(C(=O)NC3CCCC(C)C3C)c2)CC1 (stereo not given) was read as KCNH2 WT inh -15.7.
For O=C1NC(Cc2ccccc2)c2nc3cc(F)c(F)cc3c(=O)n2-c2cc3ccccc3cc21 (stereo not given) the results were KCNH2 WT inh 9.0.
CCCCN1C(=O)C(CC(=O)NC(c2ccccc2)c2ccccc2)CC(C(=O)N2CCOCC2)=C1C (stereo not given) was read as KCNH2 WT inh 7.0.
For Cc1ccc(-c2ccc(CN3C(C(C)C)C(=O)N(Cc4cn(CCC5OCCO5)nn4)CCS3(=O)=O)cc2)cc1 (stereo not given) the results were KCNH2 WT inh -23.7.
O=C(CN1C(=O)C2CC=CCC2C1=O)Nc1ccc(F)c(Cl)c1 (stereo not given) was read as KCNH2 WT inh 0.2.
For COc1ccccc1-c1n[nH]nc1C1=CC(=O)C[C@H](c2ccc(F)cc2)C1 the results were KCNH2 WT inh -4.8.
Screening CC(=O)NC1CC2CCCC(C1)N2C(=O)Nc1c(C)cccc1C (stereo not given) returned KCNH2 WT inh 3.5.
O=C(COC(=O)C1CCN(S(=O)(=O)c2ccc(Cl)c(C(F)(F)F)c2)CC1)NCC1CCCO1 (stereo not given) was read as KCNH2 WT inh -10.6.
`O=c1[nH]cc(CCc2ccccc2)c(=O)[nH]1` gave KCNH2 WT inh 14.3.
For CCCCCCN1C[C@@H](O)[C@H](n2cc(COC(=O)c3ccccc3)nn2)C[C@@H]1c1ccccc1 the results were KCNH2 WT inh 0.7.
For C[C@@H]1CN([C@@H](C)CO)C(=O)CCCn2nncc2CO[C@H]1CN(C)Cc1ccncc1 the results were KCNH2 WT inh -12.4.
For Cc1ccc(-c2nc3ccc(Cl)cn3c2CC(C)(C)C)cc1 the results were KCNH2 WT inh 9.6.
`Cc1noc(C)c1CCC(=O)Nc1cc(Cl)ccc1C(=O)O` gave KCNH2 WT inh -2.6.
For Cc1ccc([C@@H]2CC(=O)[C@@H]3CN(S(=O)(=O)c4ccc(C)cc4)[C@H](c4ccc(Cl)cc4)C[C@@H]3N2S(=O)(=O)c2ccc(C)cc2)cc1 the results were KCNH2 WT inh 1.3.
Screening COc1ncnc2c1ncn2CCCNCc1ccccn1 returned KCNH2 WT inh 2.0.
`CC1=C(C(=O)N2CCOCC2)CC(CC(=O)NC2CCCCC2)C(=O)N1Cc1ccccc1` (stereo not given) gave KCNH2 WT inh -12.5.
Cc1ccccc1Nc1nc(N)nc(COC(=O)c2ccc3c(c2)OCCO3)n1 was read as KCNH2 WT inh 2.4.
`Cc1ccc(NC(=O)C(C)Sc2nnc3n2CCCCC3)cc1S(=O)(=O)N1CCOCC1` (stereo not given) gave KCNH2 WT inh -1.8.
For COc1cc2ccc(C(C)=O)c(O)c2cc1OC the results were KCNH2 WT inh 32.4.
`COc1ccc(S(=O)(=O)N2CCCCCC2)cc1NC(=O)CCNC(=O)c1ccc(Cl)cc1` gave KCNH2 WT inh 8.0.
For O=C(Nc1ccc2c3c(cccc13)CC2)c1ccccc1 the results were KCNH2 WT inh -2.5.
Screening CNC(=O)C[C@H]1C(=O)N(C2CCCCC2)C[C@@H]1CSC returned KCNH2 WT inh -4.3.

Already shown: entries from further up.
`Cc1ccc(NC(=O)C(C)Sc2nnc3n2CCCCC3)cc1S(=O)(=O)N1CCOCC1` (stereo not given) gave KCNH2 WT inh -1.8.
For COc1cc2ccc(C(C)=O)c(O)c2cc1OC the results were KCNH2 WT inh 32.4.
`COc1ccc(S(=O)(=O)N2CCCCCC2)cc1NC(=O)CCNC(=O)c1ccc(Cl)cc1` gave KCNH2 WT inh 8.0.
For O=C(Nc1ccc2c3c(cccc13)CC2)c1ccccc1 the results were KCNH2 WT inh -2.5.
Screening CNC(=O)C[C@H]1C(=O)N(C2CCCCC2)C[C@@H]1CSC returned KCNH2 WT inh -4.3.

New compounds follow
For O=C(NCCc1ccccc1)c1ccccc1C(F)(F)F the results were KCNH2 WT inh -6.2.
For C[C@@H]1CN([C@@H](C)CO)C(=O)CCCn2nncc2CO[C@H]1CN(C)C(=O)c1ccc(N2CCN(C)CC2)cc1 the results were KCNH2 WT inh 1.0.
For O=C(O)c1cccc(S(=O)(=O)Nc2ccccc2Oc2ccccc2)c1 the results were KCNH2 WT inh -7.9.
Screening COc1ccc(OCc2cc(C(=O)NC(C)c3nc(C)cs3)no2)c(Cl)c1 (stereo not given) returned KCNH2 WT inh 5.5.
`Cc1cn([C@H]2C[C@H](O)[C@@H](CNC(=O)CNC(=O)CN)O2)c(=O)[nH]c1=O` gave KCNH2 WT inh 3.7.
Screening COc1ccc([C@H]2C[C@@H](n3cc(-c4ccc(F)cc4)nn3)[C@H](O)CN2Cc2cccs2)cc1 returned KCNH2 WT inh -7.7.
Screening CSCCC(NC(=O)COc1ccccc1)C(=O)N(C)Cc1c(F)cccc1Cl (stereo not given) returned KCNH2 WT inh 20.3.
`COC(=O)c1cc(N/C(N)=N/c2nc(C)cc(C)n2)cc(C(=O)OC)c1` gave KCNH2 WT inh -9.5.
`C[C@H]1CN([C@@H](C)CO)C(=O)CCCn2cc(nn2)CO[C@@H]1CN(C)C(=O)c1cc(-c2ccccc2)on1` gave KCNH2 WT inh 2.6.
Cc1ccsc1/C=C1\Oc2cc(O)ccc2C1=O was read as KCNH2 WT inh -48.6.
For COc1cccc(NC(=O)N(C)C[C@H]2OCc3cnnn3CCCC(=O)N([C@H](C)CO)C[C@@H]2C)c1 the results were KCNH2 WT inh 3.4.
For O=C(OCc1ccccc1)N1CCC2CC1c1ccc(Cl)cc12 (stereo not given) the results were KCNH2 WT inh -9.9.
COc1cccc(-c2cccc(NC(=O)C3CCN(CCCn4cccn4)CC3)c2)c1 was read as KCNH2 WT inh 38.2.
For C[C@@H]1CN([C@H](C)CO)S(=O)(=O)c2ccc(C#C[C@@H](C)O)cc2O[C@@H]1CN(C)Cc1ccc(-c2ccccc2)cc1 the results were KCNH2 WT inh -34.3.
For COc1ccccc1CN1CC(C(=O)NCCCCc2ccccn2)CCC1=O (stereo not given) the results were KCNH2 WT inh -9.8.
COc1ccccc1NC(=O)N(C)C[C@@H]1OCc2cnnn2CCCC(=O)N([C@@H](C)CO)C[C@H]1C was read as KCNH2 WT inh -1.8.
Screening N#Cc1ccsc1NC(=O)c1ccc2ncsc2c1 returned KCNH2 WT inh 5.2.
Cc1ccc([C@H]2C[C@@H](O)[C@H](n3cc(C4CC4)nn3)CN2Cc2cccs2)cc1 was read as KCNH2 WT inh -8.4.
`COc1ccccc1C(=O)N1CCN(c2nc3cc(C)cc(C)c3cc2C#N)CC1` gave KCNH2 WT inh 11.6.
COc1cccc(N2CCN(C(=O)c3cccc(S(=O)(=O)N4CCCC4)c3)CC2)c1 was read as KCNH2 WT inh 28.7.

Arranged by length of the SMILES (lowest first): part of the list above
Screening N#Cc1ccsc1NC(=O)c1ccc2ncsc2c1 returned KCNH2 WT inh 5.2.
For COc1ccccc1CN1CC(C(=O)NCCCCc2ccccn2)CCC1=O (stereo not given) the results were KCNH2 WT inh -9.8.
`COc1ccccc1C(=O)N1CCN(c2nc3cc(C)cc(C)c3cc2C#N)CC1` gave KCNH2 WT inh 11.6.
COc1cccc(-c2cccc(NC(=O)C3CCN(CCCn4cccn4)CC3)c2)c1 was read as KCNH2 WT inh 38.2.
COc1cccc(N2CCN(C(=O)c3cccc(S(=O)(=O)N4CCCC4)c3)CC2)c1 was read as KCNH2 WT inh 28.7.
Cc1ccc([C@H]2C[C@@H](O)[C@H](n3cc(C4CC4)nn3)CN2Cc2cccs2)cc1 was read as KCNH2 WT inh -8.4.
For COc1cccc(NC(=O)N(C)C[C@H]2OCc3cnnn3CCCC(=O)N([C@H](C)CO)C[C@@H]2C)c1 the results were KCNH2 WT inh 3.4.

Continuation:
C[C@H](CO)N1C[C@H](C)[C@@H](CN(C)Cc2cccnc2)Oc2ncc(-c3cccc(C#N)c3)cc2C1=O was read as KCNH2 WT inh -1.2.
For COC(=O)C[C@H]1C[C@@H]2c3cc(N(C)C)ccc3O[C@@H]2[C@H](CO)O1 the results were KCNH2 WT inh -11.4.
Cc1ccc([C@H]2C[C@@H](n3cc(COC(=O)c4ccccc4)nn3)[C@H](O)CN2C(=O)C2CCCCC2)cc1 was read as KCNH2 WT inh -25.6.
For C[C@@H]1CN([C@@H](C)CO)C(=O)CCCn2nncc2CO[C@H]1CN(C)S(=O)(=O)c1cccc(C#N)c1 the results were KCNH2 WT inh -7.7.
Screening C[C@@H]1CN([C@@H](C)CO)C(=O)CCCn2nncc2CO[C@H]1CN(C)C(=O)Nc1ccc2c(c1)OCO2 returned KCNH2 WT inh -12.9.
For COc1ccccc1S(=O)(=O)N(C)C[C@@H]1OCc2cnnn2CCCC(=O)N([C@H](C)CO)C[C@@H]1C the results were KCNH2 WT inh 22.4.
Screening Cc1ccc(-c2nn(-c3ccccc3)cc2C(=O)Nc2cccc(S(=O)(=O)NC3=NCCC3)c2)cc1 returned KCNH2 WT inh 2.6.
C[C@@H]1CN([C@H](C)CO)C(=O)CCCn2nncc2CO[C@H]1CN(C)S(=O)(=O)c1ccc2ccccc2c1 was read as KCNH2 WT inh 2.9.
COc1cccc(-c2cc3nc(C)c(C)c(N4CCN(C(=O)c5ccoc5)CC4)n3n2)c1 was read as KCNH2 WT inh -2.6.
C[C@H](CO)N1C[C@H](C)[C@H](CN(C)C(=O)Nc2ccnc(N3CCOCC3)c2)OCc2cnnn2CCCC1=O was read as KCNH2 WT inh -10.6.
`Cc1ccc(S(=O)(=O)Nc2ccc3c(c2)C(=O)N([C@@H](C)CO)C[C@@H](C)[C@@H](CN(C)S(=O)(=O)c2ccccc2)OCCCC[C@H](C)O3)cc1` gave KCNH2 WT inh 0.9.
`Cc1cc(C)c(NC(=O)CN2CCN(S(=O)(=O)c3ccc4c(c3)OCCO4)CC2)c(C)c1` gave KCNH2 WT inh -3.9.
Cc1ccc(NC(=O)CN2C(=O)NC3(CCCCC3C)C2=O)cc1S(=O)(=O)N1CCOCC1 (stereo not given) was read as KCNH2 WT inh 13.6.
For CN(CC1CCCN(CCc2ccccc2F)C1)C(=O)c1cc2ccccc2o1 (stereo not given) the results were KCNH2 WT inh 61.6.
`CCCC1NC(=O)c2cc3ccccc3cc2-n2c1nc1cc(Cl)ccc1c2=O` (stereo not given) gave KCNH2 WT inh -1.3.
`C[C@@H]1CN([C@@H](C)CO)C(=O)CCCn2nncc2CO[C@H]1CN(C)Cc1ccc2c(c1)OCO2` gave KCNH2 WT inh -6.4.
`Cc1ccc(S(=O)(=O)N2C[C@H]3C(=O)C[C@@H](c4ccccc4)N(S(=O)(=O)c4ccc(C)cc4)[C@H]3C[C@H]2c2ccc(Cl)cc2)cc1` gave KCNH2 WT inh 1.8.
`COc1ccccc1NC(=O)N(C)C[C@H]1OCc2cnnn2CCCC(=O)N([C@H](C)CO)C[C@H]1C` gave KCNH2 WT inh -5.0.
Cc1ccn2cc(CCNS(=O)(=O)c3ccc4ccccc4c3)nc2c1 was read as KCNH2 WT inh -1.4.
For COc1ccccc1C(=O)N1CCN(C(=O)c2oc3c(C)c(C)ccc3c2C)CC1 the results were KCNH2 WT inh -2.0.

Among those listed so far, 2 contain a CF3 group.
O=C(COC(=O)C1CCN(S(=O)(=O)c2ccc(Cl)c(C(F)(F)F)c2)CC1)NCC1CCCO1 (stereo not given) was read as KCNH2 WT inh -10.6.
For O=C(NCCc1ccccc1)c1ccccc1C(F)(F)F the results were KCNH2 WT inh -6.2.

(listing goes on)
`O=Cc1cn(CCOc2ccc(F)cc2)c2ccccc12` gave KCNH2 WT inh -0.8.
For Cc1ccc(S(=O)(=O)N(C)C[C@H]2Oc3cc(Br)ccc3S(=O)(=O)N([C@H](C)CO)C[C@H]2C)cc1 the results were KCNH2 WT inh -1.1.
For CCCCCC(=O)N1C[C@@H](O)[C@H](n2cc(C3CC3)nn2)C[C@@H]1c1ccc(C)cc1 the results were KCNH2 WT inh 17.9.
C[C@@H]1CN([C@@H](C)CO)C(=O)CCCn2nncc2CO[C@H]1CN(C)Cc1ccc2cccnc2c1 was read as KCNH2 WT inh -0.7.
For CCCOc1ccc(C2C(C(=O)c3ccco3)=C(O)C(=O)N2CCCn2ccnc2)cc1OC (stereo not given) the results were KCNH2 WT inh -4.1.
Screening C[C@H]1CN([C@@H](C)CO)C(=O)c2c(c3ccccc3n2C)-c2ccccc2CO[C@H]1CN(C)Cc1cccc(F)c1 returned KCNH2 WT inh -4.8.
C[C@H](CO)N1C[C@H](C)[C@H](CN(C)S(=O)(=O)c2ccc(Cl)cc2)OCc2ccccc2-c2c(n(C)c3ccccc23)C1=O was read as KCNH2 WT inh 1.7.
For Cc1ccc(S(=O)(=O)N2CCCCC2)cc1NC(=O)C1CCN(C(=O)OC(C)(C)C)CC1 the results were KCNH2 WT inh -3.6.
